TDP1 inh: inhibitors of human tyrosyl-DNA phosphodiesterase TDP1; Potency, µM (series often up to 130 µM), for inactives: at the top dose activity change, negative = inhibition, most hits filed as inhibitors; AID 485290; actives 0.28% (n = 350,000); Q9NUW8; recombinant TDP1, AlphaScreen DNA substrate cleavage; also: nearly all actives have a fitted effect of over 40% in size
Target sequence (Q9NUW8 whole entry, looked up): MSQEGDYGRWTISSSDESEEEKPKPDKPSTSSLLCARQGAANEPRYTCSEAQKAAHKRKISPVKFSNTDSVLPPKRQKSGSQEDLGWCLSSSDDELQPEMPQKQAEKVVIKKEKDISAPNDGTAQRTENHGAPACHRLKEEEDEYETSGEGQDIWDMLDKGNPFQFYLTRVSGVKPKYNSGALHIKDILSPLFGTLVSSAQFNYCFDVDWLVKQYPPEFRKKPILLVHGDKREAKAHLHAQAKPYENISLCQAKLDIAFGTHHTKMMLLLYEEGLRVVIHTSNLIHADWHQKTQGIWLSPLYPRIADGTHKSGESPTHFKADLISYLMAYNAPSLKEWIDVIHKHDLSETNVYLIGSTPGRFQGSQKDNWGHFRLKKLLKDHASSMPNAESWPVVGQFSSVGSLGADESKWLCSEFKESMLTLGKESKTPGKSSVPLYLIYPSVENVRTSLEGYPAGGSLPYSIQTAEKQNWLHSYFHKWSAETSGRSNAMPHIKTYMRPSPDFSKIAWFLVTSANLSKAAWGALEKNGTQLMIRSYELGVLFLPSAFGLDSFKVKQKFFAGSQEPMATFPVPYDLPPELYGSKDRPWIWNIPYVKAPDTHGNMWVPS
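E. coli-derived human Tdp1, 1 nM final. Cpd preinc 15 min RT; substrate 15 nM final, 5 min RT; AS bead mix 10 ug/ml final, 10 min RT. Signal loss = tyrosine-FITC cleavage. No-enzyme wells = max signal.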
N370S GC: inhibits or activates N370S mutant glucocerebrosidase. P04062. Potency, µM (titrated, usually from 59.4 µM), inactives show at the highest dose activity change, negative = inhibition, actives largely listed as inhibitors. N370S GC spleen homogenate, 4MU-glucoside fluorescence. actives 0.092% (n = 330,000);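 also: 0% = full enzyme activity and -100% = no enzyme basal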
TDP1 cell noCPT: qHTS for Inhibitors of human tyrosyl-DNA phosphodiesterase 1 (TDP1): qHTS in cells in absence of CPT. DT40 Tdp1-/- hTDP1 cells, no CPT, ATP luminescence, 48 h. Potency, µM (doses to about 46.2 µM), for the others: top-dose activity change, negative = growth inhibition, hits mostly inhibitors. actives 15% (n = 420,000); also: nearly all actives have a fitted effect of over 55% in size
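Cells were dispensed at 400 per well, compounds added by pin tool, plates incubated ≥48 hr at 37 °C, then CellTiter-Glo added for 30 min at room temperature before luminescence reading. Line: DT40 Tdp1-/- complemented with hTDP1; camptothecin omitted.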
An asterisk follows results filed as active; ? = inconclusive; / = no result given; [ ] = another dose, or the depositor's remark. Calls follow the shape of the dose curve; as a rule, active = well fitted curve in the direction sought with a large enough effect; inconclusive = small, poorly fitted or top-dose-only effect, or another doubt; inactive = no such curve, though single readings can be large; an effect the other way counts as inactive or inconclusive. Unless noted, % is scaled to controls: 0 for no effect and ±100 for the full control effect; potency is read from the fitted curve at half-maximal effect. A portion of the library; count on the stated rates, not on these rows.

The line under a structure holds: TDP1 inh	N370S GC	TDP1 cell noCPT
COc1ccc(CN(C)C(C)C(=O)Nc2ccc(S(=O)(=O)N3CCOCC3)cc2)c(OC)c1 (stereo not given)
→ 3.5%	-2.4%	-1.2%
CN1CCC(=NNC(=O)c2cc(-c3ccc(Cl)cc3)n[nH]2)CC1
→ 8.2%	3.8%	0.1%
Nc1c(N(Cc2ccco2)C(=O)COc2ccccc2F)c(=O)[nH]c(=O)n1Cc1ccccc1
→ -0.4%	/	-10.1%
CCn1c(=O)c2c(cnn2C)c2ccccc21
→ -1.0%	2.7%	?
O=C(COc1ccc(Cl)cc1Cl)NC(=S)N1CCCc2ccccc21
→ -7.5%	/	20.6µM*
Cc1ccsc1CN(C)C(=O)c1ccc(Oc2ccccc2)cc1
→ -18.5%	0.8%	-29.7%
CNc1ccc(/C=C/C(=O)c2cccc3ccccc23)cc1[N+](=O)[O-]
→ 8.3%	-11.3%	16.4µM*
O=C(O)C1CCN(c2nc(-c3ccccc3)nc3c2oc2ccccc23)CC1
→ 2.9%	4.3%	?
Cc1ccc(NC(=O)Cc2cc(C(=O)O)c3ccccc3n2)c(C)c1
→ 0.0%	7.2%	20.6µM*
CC1Cc2cc(S(=O)(=O)N(C)c3ccc(Br)cc3)ccc2N1C(=O)C1CC1 (stereo not given)
→ 2.6%	/	23.1µM*
CCCCOc1ccc(N(CC(=O)NC2CCCCC2)C(=O)CCC(=O)Nc2ccccn2)cc1
→ 0.4%	-16.6%	-15.4%
CC1=N/C(=C\c2ccc([N+](=O)[O-])cc2)C(=O)N1c1ccc(Br)c(C)c1
→ 0.0%	0.4%	5.8µM*
CC(c1ccccn1)N(Cc1ccco1)C(=S)Nc1cccc(F)c1 (stereo not given)
→ 4.6%	1.3%	-4.3%
Cc1cccc(NC(=O)CSc2nc(-c3ccccc3)cn2-c2ccccc2)c1C
→ 6.4%	/	23.1µM*
Cc1ccnc(NS(=O)(=O)c2ccc(NC(=O)C34CC5CC(CC(C5)C3)C4)cc2)n1
→ 6.1%	9.4%	-13.1%
CCOC(=O)c1c(NC(=O)CSc2nc3ccccc3o2)sc(C(C)=O)c1C
→ 4.5%	24.1%	?
COC(=O)C1CC(O)CN1C(=O)Nc1cccc(C(F)(F)F)c1 (stereo not given)
→ 5.5%	-6.0%	4.4%
Cc1cccc(NC(=O)c2nc[nH]c2C(=O)NCCCCCNC(=O)OC(C)(C)C)c1
→ 1.0%	/	16.4µM*
O=C(COC(=O)c1ccc(Cl)nc1)Nc1c(Cl)cccc1C(F)(F)F
→ -5.3%[0.505 µM]	-4.8%	-5.5%
Cc1ccc(S(=O)(=O)N2CCN(C(=O)c3c(-c4ccccc4)noc3C)CC2)cc1
→ /	-1.5%	?
COc1ccccc1NC(=O)CSc1nnnn1C
→ 2.0%	2.4%	-13.3%
O=C(CSc1nc2c([nH]c3ccccc32)c(=O)n1-c1ccccc1)N1CCCCC1
→ 0.0%	/	-4.2%
C=CCn1c(=O)n(CCOC)c(=O)c2sc3ccccc3c21
→ 4.3%	15.9%	-27.7%
COc1cccc(NC(=O)CN(C)C(=O)c2cc(C)on2)c1
→ /	-1.9%	22.3%
COc1ccc(CNC(=O)c2noc3c2CCCC3)cc1
→ 0.0%	6.0%	5.9%
O=C(Cn1nnc2ccccc2c1=O)N[C@H](C(=O)O)c1ccccc1
→ /	-13.0%	-4.3%
COc1ccc2oc(C(=O)OCC(=O)NCCN3C(=O)CSC3=O)c(C)c2c1
→ 4.2%	1.8%	-19.9%
Cc1cc(=O)oc2cc(OCC(=O)Nc3nccs3)ccc12
→ 1.1%	5.3%	-27.6%
Cc1onc(-c2c(F)cccc2Cl)c1C(=O)OCC(=O)Nc1c(C)n(C)n(-c2ccccc2)c1=O
→ 1.0%	-8.3%	-13.2%
COCCn1c(CNC(=O)c2cc([N+](=O)[O-])ccc2Cl)nc2cccnc21
→ 5.5%	/	-14.8%
O=C(Nc1ccc(O)cc1)/C(=C\c1cccs1)NC(=O)c1ccccc1
→ 3.5%	-2.4%	-3.3%
Cc1cccc(C(=O)NCCNC(=O)c2cccc(C)c2)c1
→ 0.6%	-9.4%	29.1µM*
CCCc1nc2ccccc2n1CCOc1ccccc1
→ -3.3%	0.0%	?
Cn1c2c(c(=O)n(C)c1=O)CN(Cc1ccc(F)cc1)CN2
→ 2.9%	1.6%	-15.6%
Cc1ccc(S(=O)(=O)NC(C)C(=O)NC2CCCCCC2)cc1 (stereo not given)
→ 0.0%	0.7%	-11.8%
Cc1cccc(NC(=O)CN2C(=O)N/C(=C\c3ccc(-c4cccc(C(=O)O)c4)o3)C2=O)c1
→ /	1.4%	-18.5%
COc1cccc2cc(C(=O)CS(=O)(=O)c3ccc(Cl)cc3)c(=O)oc12
→ 3.0%	4.6%	?
C/C(=N\NC(=O)Cc1cccn1C)c1ccc2ccccc2c1
→ 5.1%	-3.8%	?
O=c1oc2cc(O)ccc2cc1-c1ccccc1
→ 0.9%	?	-19.8%
CCCOc1ccc(C(F)(F)F)cc1NS(=O)(=O)c1ccc(Cl)nc1
→ -3.3%	7.5%	?
COC(=O)C1C(=O)C2=C(CC1C)NC(=O)CC2c1ccccc1 (stereo not given)
→ 3.4%	-2.8%	-1.3%
O=C(O)Cc1sc(NC2CCCCC2)nc1-c1ccc(Cl)cc1
→ 6.9%	-3.4%	?
Cc1nn(C)c(C)c1S(=O)(=O)N1CCC(C(=O)NC2CCCc3ccccc32)CC1 (stereo not given)
→ 1.0%	-7.8%	-29.5%
CCC(=O)Nc1ccc(C(=O)COC(=O)c2nc3nccc(C)n3n2)cc1
→ 15.8µM*	/	26.5%
CCOc1nc(-c2ccccc2)ccc1-c1noc(COC)n1
→ -7.3%	25.2%	-19.4%

Looked up above:
In TDP1 cell noCPT, `CN1CCC(=NNC(=O)c2cc(-c3ccc(Cl)cc3)n[nH]2)CC1` shows 0.1%
In TDP1 inh, `Cc1nn(C)c(C)c1S(=O)(=O)N1CCC(C(=O)NC2CCCc3ccccc32)CC1` (stereo not given) shows 1.0%

(cont.)
The line under a structure holds: TDP1 inh	N370S GC	TDP1 cell noCPT
COc1cc(C(O)P(=O)(OCCC(C)C)c2ccc(N(C)C)cc2)cc(OC)c1OC (stereo not given)
→ 5.9%	-19.1%	?
O=S(=O)(Nc1cccc2ccccc12)c1cccc2nonc12
→ 5.7%	4.5%	-23.7%
C=CCc1ccccc1OCC(CN1CCCCC1)OC(C)=O (stereo not given)
→ 3.1%	-9.3%	?
CCCN(CCC)Cc1cc2ccccc2c2c1COC2
→ 2.0%	-5.7%	?
CCCCC(NS(=O)(=O)c1ccc(C)cc1)C(=O)Oc1ccc2c3c(c(=O)oc2c1)CCC3 (stereo not given)
→ 4.7%	?	-29.0%
CCOCCCNC(=O)C(c1ccc(Cl)cc1)N(Cc1cccs1)C(=O)c1ccccn1 (stereo not given)
→ 0.0%	-6.5%	?
COC(=O)CSc1nnc(C)c(=O)[nH]1
→ 2.2%	1.2%	-5.9%
CC1=N/C(=C\c2ccc([N+](=O)[O-])cc2)C(=O)N1c1ccc(Cl)cc1
→ -4.0%	6.5%	?
COc1ccc(C(=O)CN2CCN(S(=O)(=O)c3ccc(F)cc3)CC2)cc1
→ 2.6%	/	-19.8%
Cc1ccc(NC(=O)COC(=O)c2cccc(N3C(=O)c4ccccc4C3=O)c2)cc1
→ /	13.9%	6.8%
Cc1ccc(C(=O)N2CC(=O)Nc3ccc(F)cc3C2c2ccc(F)cc2)cc1 (stereo not given)
→ /	-3.3%	?
O=c1c2ccccc2nc(SCc2cc(=O)n3ccsc3n2)n1CCCO
→ -2.3%	13.8%	/
Cc1oc2cc(O)ccc2c(=O)c1N1C(=O)c2ccccc2C1=O
→ 3.1%	10.2%	-1.6%
O=C(C[C@@H]1C/C=C\C[C@@H](Cc2ccc(F)cc2)C(=O)OCCNC1=O)NCCO
→ 0.4%	/	-15.7%
CN1CCN(C(=O)C2=C[C@H](c3coc4ccccc4c3=O)C[C@H](OCc3ccc(CO)cc3)O2)CC1
→ 6.4%	-9.7%	-15.3%

Reformatted as comma-separated lines: 6 of the compounds above.
Structure,TDP1 inh,N370S GC,TDP1 cell noCPT
CC1=N/C(=C\c2ccc([N+](=O)[O-])cc2)C(=O)N1c1ccc(Cl)cc1,-4.0%,6.5%,?
O=C(C[C@@H]1C/C=C\C[C@@H](Cc2ccc(F)cc2)C(=O)OCCNC1=O)NCCO,0.4%,/,-15.7%
COC(=O)CSc1nnc(C)c(=O)[nH]1,2.2%,1.2%,-5.9%
Cc1ccc(NC(=O)COC(=O)c2cccc(N3C(=O)c4ccccc4C3=O)c2)cc1,/,13.9%,6.8%
CCCN(CCC)Cc1cc2ccccc2c2c1COC2,2.0%,-5.7%,?
O=S(=O)(Nc1cccc2ccccc12)c1cccc2nonc12,5.7%,4.5%,-23.7%

The list goes on.
The line under a structure holds: TDP1 inh	N370S GC	TDP1 cell noCPT
COc1ccc(C(=O)Nn2c(C)nc3ccccc3c2=O)cc1[N+](=O)[O-]
→ /	-3.0%	-1.8%
O=C(Nc1nccs1)C1CCN(S(=O)(=O)c2ccc3c(c2)OCCCO3)CC1
→ 3.8%	4.2%	-22.7%
O=C(CSc1n[nH]c(-c2cccs2)n1)NCCc1ccccc1
→ -3.3%	-3.0%	?
Cn1c(NCc2cccnc2)nc2c1c(=O)n(Cc1ccccc1F)c(=O)n2C
→ 4.6%	2.5%	?
Cc1cc(C(=O)COc2ccc(-c3nnco3)cc2)c(C)n1Cc1ccccc1
→ 9.9%	4.0%	?
Cc1ccc(NC(=O)CSCC(=O)NCCc2ccccc2)c(C)c1
→ 1.5%	/	-18.8%
Cc1cc(C)cc(-n2ncc3c2CCCC3NC(=O)c2cc(C)oc2C)c1 (stereo not given)
→ 6.9%	-7.0%	23.1µM*
CCc1ccc(-c2cc(C)no2)cc1S(=O)(=O)N1CCN(c2cc(C)ccc2C)CC1
→ 1.0%	-8.8%	16.4µM*
Cc1c(NC(=O)c2ccc(Cl)cc2)cc(C(C)C)c(O)c1S(=O)(=O)c1ccc(Cl)cc1
→ 1.9%	/	?
CCCCn1c(N)c(N(CC)C(=O)C2CCC2)c(=O)[nH]c1=O
→ -0.2%	/	15.4%
COc1cc(Cl)c(C)cc1Nc1nc2ccccc2c2nnc(C)n12
→ 2.8%	/	-15.1%
O=C(COC(=O)c1ccccc1)Nc1cccc(S(=O)(=O)N2CCCCC2)c1
→ -0.5%	3.4%	6.0%
N#Cc1ccccc1S(=O)(=O)N1CCN(C(=O)CN2CCCSc3ccccc32)CC1
→ 0.8%[56.1 µM]	/	10.1%
COc1ccc(/C=N\N=C2/SC(CC(=O)O)C(=O)N2c2ccc(O)cc2)cc1OC (stereo not given)
→ 2.8%	-17.6%	-2.5%
c1ccc(Cn2nnnc2C(c2cccs2)N2CCSCC2)cc1 (stereo not given)
→ 0.0%	3.8%	-8.9%
c1ccc2c(c1)nc(N1CCN(C3CCCCC3)CC1)c1nnnn12
→ -1.1%	-2.3%	/
CCc1ccc2c(c1)C(c1ccc([N+](=O)[O-])cc1)=NNC(c1ccc(Br)cc1)=N2
→ 6.8%	1.8%	?
CC(=O)C1=C(C)NC(=S)NC1c1cc([N+](=O)[O-])ccc1O (stereo not given)
→ 1.2%	4.4%	-1.0%
COc1ccc(S(=O)(=O)N(c2onc(C)c2Cl)S(=O)(=O)c2ccc(OC)c(OC)c2)cc1OC
→ 3.2%	1.8%	-9.8%
CC(C)OCCCNc1nc2c(-c3ccccc3)nnn2c2ccccc12
→ 3.9%	7.5%	/
COc1ccccc1CNC(=O)C(=O)NCC1OCCCN1S(=O)(=O)c1ccc(F)cc1C (stereo not given)
→ 0.4%	-2.7%	-14.9%
O=C(Cc1c[nH]c2ccccc12)N1CCN(c2ccccc2)CC1
→ 4.9%	-9.9%	-8.7%
O=C(CNC(=O)c1ccc2c(c1)OCCO2)N/N=C/c1ccc(Cl)cc1
→ 4.9%	5.0%	17.1%
CCCN1Cc2cccc(C(=O)NC(CC(=O)OCC)c3ccc(OC(C)C)cc3)c2C1=O (stereo not given)
→ 4.9%	3.5%	20.6µM*
O=C(Cc1ccsc1)NCC(c1ccco1)N1CCCCC1 (stereo not given)
→ 0.0%	26.4%	-7.8%
COc1ccc(-n2cnnc2)cc1
→ 0.0%	-0.6%	-10.7%
CC(NC(=O)Cn1nc(-c2ccccc2)c2ccccc2c1=O)c1ccccc1 (stereo not given)
→ 3.0%	9.3%	-28.6%
COc1ccc(NC(=O)c2cc3c(=O)n(Cc4ccco4)ccc3nc2C)cc1
→ 4.5%	/	?

Assay outcomes: PubChem BioAssay, National Center for Advancing Translational Sciences (NCATS)
